NOD2 inhibition – NOD2 signaling inhibitors, cell-based, luminescence, uHTS, HEK293 (AID 1566). HEK293 NOD2/NF-kB luciferase reporter, luminescence; higher % means a stronger effect. one-dose inhibition, % at 4 µM; EC50 in µM for titrated hits. 290,000 compounds, 0.63% hits; further: many of its hits are not listed in these tables
GPR55 beta-arrestin – GPR55 agonists via beta-arrestin recruitment, primary screen, imaging, U2OS cells, beta-arrestin-GFP redistribution (AID 1961); U2OS GPR55 beta-arrestin-GFP redistribution imaging; higher % means a stronger effect; activation, % at 10 µM, or EC50 in µM where a hit was titrated; 290,000 compounds, 0.048% hits;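 active means activation above 40% with more than 50 cells counted in the well; inconclusive means wells holding fewer than 50 cells, flagged as toxic or sparse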;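 further: U2OS osteosarcoma cells stably expressing GPR55 and beta-arrestin-GFP; plate controls were DMSO negative control for no effect and LPI positive control for full effect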
P. falciparum M1AAP – P. falciparum M1AAP inhibitors, biochemical, fluorogenic H-Leu-NHMec substrate, 1536-well (AID 1445) | recombinant M1AAP, H-Leu-NHMec fluorogenic kinetic assay; higher % means a stronger effect | inhibition, % at 30 µM, or IC50 in µM where a hit was titrated | Aminopeptidase N (Plasmodium falciparum (isolate 3D7)) | 220,000 compounds, 0.42% hits;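 active means primary inhibition above the hit cutoff, then over 50% inhibition at one or more dose response concentrations, cut at about 23% in these data, passing the limit was not always enough; inconclusive means conflicting primary data, or primary hits not chosen for dose response; inactive means low primary inhibition, or under 50% at every dose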;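 further: plate controls were DMSO full reaction for no effect and no enzyme background for full effect; strong numbers were not always called active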
P. falciparum M17LAP – P. falciparum M17LAP inhibitors, primary screen, biochemical, fluorogenic H-Leu-NHMec substrate, 1536-well (AID 1619); Leucine aminopeptidase (Plasmodium falciparum (isolate 3D7)); recombinant M17LAP, H-Leu-NHMec fluorogenic kinetic assay; higher % means a stronger effect; inhibition, % at 30 µM; hits with a dose series show IC50 in µM; 220,000 compounds, 0.38% hits;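 active means compound inhibiting the enzyme by more than half at any dose during confirmatory dose-response retesting; inconclusive means strong single-dose inhibitors picked by rank but not retested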;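 further: plate controls were full reaction with DMSO carrier for no effect and no enzyme background for full effect; strong numbers were not always called active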
KOR beta-arrestin-1 – KOR antagonists, beta-arrestin recruitment, cell-based, luminescence, uHTS (AID 1778); Kappa-type opioid receptor (Homo sapiens); one-dose inhibition, % at 10 µM; IC50 in µM for titrated hits; KOR beta-arrestin recruitment, luminescence, antagonist mode; higher % means a stronger effect; 290,000 compounds, 0.091% hits; further: strong numbers were not always called active
Dynein cargo inh – inhibitors of GR-EGFP nuclear translocation, primary screen, dynein cargo transport inhibitor project, imaging, high-content, 3617.4 mouse cells; 220,000 compounds, 0.47% hits; z-score, hits read low; test concentration mostly 20 µM; stimulated with dexamethasone, 1 µM; hits give low values;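 active means plate z-score of nuclear minus cytoplasmic receptor signal below a set negative limit, without overly bright fluorescence or cell loss, cut at about -3.5 in these data, passing the limit was not always enough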;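 further: z-score of nuclear minus cytoplasmic ring GR-EGFP intensity difference per well; some compounds called inactive have numbers as strong as hits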
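Also added: dexamethasone, 1.0 µM final. Medium: tet-free, stripped-serum medium. Detection: fixed, Hoechst-stained cells imaged at 10x for EGFP. Read-out: nuclear-to-cytoplasmic GR-EGFP distribution per well. Times: induction 48 h, compound 1 h, agonist 30 min.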
AID2073 – inhibitors of Mint1-CaV2.2 protein interaction, biochemical, HTRF (AID 2073). Voltage-dependent N-type calcium channel subunit alpha-1B (Homo sapiens). HTRF protein-protein interaction, Mint1-CaV2.2; higher % means a stronger effect. inhibition, % at 20 µM, or IC50 in µM where a hit was titrated. 290,000 compounds, 0.19% hits; in the data active means inhibition mostly above about 51%, no sharp cut-off; inconclusive means no clear call, values can overlap the other calls; inactive means mostly below about 53%; further: some results filed as inactive read as strong as hits
KOR beta-arrestin-2 – KOR agonists, beta-arrestin recruitment, primary screen, cell-based, luminescence, uHTS (AID 1777); KOR beta-arrestin recruitment, luminescence; higher % means a stronger effect; one-dose activation, % at 10 µM; EC50 in µM for titrated hits; Kappa-type opioid receptor (Homo sapiens); 280,000 compounds, 0.02% hits; in the data active means activation above about 50%, passing the limit was not always enough; further: a part of the inactive calls stands beside numbers as strong as those of hits
NOD1 inhibition – NOD1 signaling inhibitors, primary screen, cell-based, luminescence, uHTS (AID 1578) | 290,000 compounds, 1% hits | NOD1-driven NF-kB luciferase reporter cells, luminescence; higher % means a stronger effect | one-dose inhibition, % at 4 µM; EC50 in µM for titrated hits; in the data active means inhibition mostly above about 36%, no sharp cut-off; inactive means mostly below about 34%;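 further: HEK-293T reporter cells stimulated with the NOD1 agonist gamma-tri-DAP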
Dynein cargo inh cytoplasmic EGFP – recorded beside Dynein cargo inh, whose call it bears; z-score; measured here: cytoplasmic GR-EGFP intensity; hits give high values
Dynein cargo inh nuclear GR-EGFP – also measured in Dynein cargo inh; calls as there; z-score; measured here: nuclear GR-EGFP intensity;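 lower value marks the stronger effect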
Dynein cargo inh cell count – second read-out of Dynein cargo inh, no call of its own (marks repeat the call); z-score; measured here: cell count per field
The depositor's hits bear a star; ? = inconclusive; . = no result given; [ ] = another dose, or the depositor's remark. Unless noted, no stated cut-off is given here; in the data, active means inhibition above about 50%; inactive means the rest. Only part of the results is shown (hit frequency here may not be typical).

SMILES	NOD2 inhibition	GPR55 beta-arrestin	P. falciparum M1AAP	P. falciparum M17LAP	KOR beta-arrestin-1	Dynein cargo inh	Dynein cargo inh cytoplasmic EGFP	Dynein cargo inh nuclear GR-EGFP	Dynein cargo inh cell count	AID2073	KOR beta-arrestin-2	NOD1 inhibition
COc1ccc(C(CCNCc2ccc(N(C)C)cc2)c2ccccc2)cc1 (stereo not drawn)	9.0%	-0.1%	.	.	-36.6%	.	.	.	.	14.9%	-1.3%	0.6%
COC(=O)Cc1c(O)ccn(Cc2ccc(F)cc2)c1=O	9.5%	0.4%	-5.8%	0.9%	-17.1%	0.926	-0.221	1.12	-0.561	-4.3%	0.0%	16.8%
O=c1oc(-c2cccnc2)nc2ccccc12	-7.3%	-0.2%	-9.9%	1.5%	0.1%	0.01	-0.117	0.314	-1.08	-9.2%	1.4%	-3.4%
N#Cc1ccccc1NC(=O)CSc1nnc(-c2ccc(F)cc2)n1-c1ccccc1	12.0%	-0.4%	0.2%	-9.5%	13.8%	0.421	-0.171	0.264	0.341	-2.7%	-0.3%	-12.7%
Cc1ccc(N2C(=O)c3ccccc3C2O)nc1 (stereo not drawn)	-12.1%	0.3%	2.4%	15.3%	25.1%	-0.547	-0.0624	0.024	1.06	6.0%	-1.9%	39.4%
O=C(NC1CCCCC1)C(c1ccccc1)N1CCC2(CC1)OCCO2 (stereo not drawn)	-7.2%	0.3%	0.2%	-13.1%	-10.4%	0.464	-0.217	0.851	0.232	8.7%	3.8%	-9.7%
CCOC(=O)C(=NC1CCCCC1)NNc1cccc(C(F)(F)F)c1	4.3%	-0.2%	9.8%	-1.8%	-4.8%	-1.03	-0.215	-0.438	0.107	9.2%	0.6%	-19.6%
O=C1CCCN2N=C(SCC(=O)Nc3nc4ccccc4s3)SC2=N1	-19.1%	-0.1%	4.0%	-5.5%	-95.9%	-0.099	0.0861	0.00339	0.347	5.8%	-2.1%	-49.2%
COC(=O)c1cc(NC(=O)c2cc(-c3ccc(C(F)(F)F)cc3)oc2C(F)(F)F)ccc1N1CCOCC1	30.3%	-0.2%	2.3%	15.3%	13.2%	0.0248	-0.241	0.562	0.273	9.4%	1.6%	-0.8%
c1ccc(C(c2ccccn2)c2ccccn2)cc1	14.9%	0.3%	6.1%	-7.3%	11.2%	3.1	-0.0881	1.32	-1.78	-1.7%	0.4%	-6.0%
COc1ccc(CCC(=O)NNC(=O)c2ccc(F)cc2)cc1	10.2%	-0.1%	.	.	-56.4%	.	.	.	.	-5.5%	7.4%	-18.8%
C=C1CCN(c2ccc(C(=O)NCc3ccccc3)cc2[N+](=O)[O-])CC1	-12.5%	-0.2%	.	.	15.1%[20 µM]	.	.	.	.	-0.7%	-4.3%	-40.2%

Reformatted with values under each structure: entries from further up.
Values run as follows: NOD2 inhibition	GPR55 beta-arrestin	P. falciparum M1AAP	P. falciparum M17LAP	KOR beta-arrestin-1	Dynein cargo inh	Dynein cargo inh cytoplasmic EGFP	Dynein cargo inh nuclear GR-EGFP	Dynein cargo inh cell count	AID2073	KOR beta-arrestin-2	NOD1 inhibition
O=c1oc(-c2cccnc2)nc2ccccc12
→ -7.3%	-0.2%	-9.9%	1.5%	0.1%	0.01	-0.117	0.314	-1.08	-9.2%	1.4%	-3.4%
N#Cc1ccccc1NC(=O)CSc1nnc(-c2ccc(F)cc2)n1-c1ccccc1
→ 12.0%	-0.4%	0.2%	-9.5%	13.8%	0.421	-0.171	0.264	0.341	-2.7%	-0.3%	-12.7%

Part of the list above, limited to P. falciparum M17LAP, GPR55 beta-arrestin and KOR beta-arrestin-1:
structure	P. falciparum M17LAP	GPR55 beta-arrestin	KOR beta-arrestin-1
COc1ccc(CCC(=O)NNC(=O)c2ccc(F)cc2)cc1	.	-0.1%	-56.4%
COc1ccc(C(CCNCc2ccc(N(C)C)cc2)c2ccccc2)cc1 (stereo not drawn)	.	-0.1%	-36.6%

Next records:
SMILES	NOD2 inhibition	GPR55 beta-arrestin	P. falciparum M1AAP	P. falciparum M17LAP	KOR beta-arrestin-1	Dynein cargo inh	Dynein cargo inh cytoplasmic EGFP	Dynein cargo inh nuclear GR-EGFP	Dynein cargo inh cell count	AID2073	KOR beta-arrestin-2	NOD1 inhibition
COc1ccc(OCc2nnnn2-c2ccccc2)cc1	13.4%	0.5%	-2.3%	0.2%	-21.4%	0.886	-0.0795	0.0913	-0.499	-0.6%	-3.6%	1.2%
CC(=O)NCC(=O)NC(C(=O)Nc1ccc2c(c1)OCCO2)c1ccccc1 (stereo not drawn)	-24.7%	-0.1%	10.5%	0.2%	-24.3%	0.715	-0.211	0.439	-0.42	-5.0%	1.3%	-30.1%
Cc1cc(-c2cc(-c3ccccc3)on2)nc(NC2CCCC2)n1	32.7%	-0.1%	8.4%	1.8%	-31.2%	0.566	-0.681	0.427	-0.681	7.9%	3.3%	-0.6%
Cc1cccnc1CC(C)NC(=O)c1cc(COc2cncc(Cl)c2)on1 (stereo not drawn)	14.9%	-0.1%	.	.	23.8%	.	.	.	.	2.0%	-0.4%	-23.3%
COc1ccc(C(=O)NNC(=O)c2ccncc2)cc1[N+](=O)[O-]	2.9%	-0.3%	.	.	14.7%	.	.	.	.	-4.0%	-4.8%	-5.6%
O=S(=O)(N1CCOCC1)n1c(Cc2ccccc2)nc2ccccc21	1.2%	0.3%	12.6%	3.3%	-20.8%	1.09	-0.26	0.866	1.52	-7.0%	1.8%	5.2%
CN(CC(=O)Nc1sccc1C#N)Cc1ccccc1	8.3%	-0.2%	15.9%	-10.2%	15.8%	0.485	-0.27	0.0132	-0.654	6.6%	0.9%	25.0%
CC(NC(N)=O)C(=O)OCc1ccc(Cl)cc1Cl (stereo not drawn)	2.6%	0.3%	7.9%	26.8%	-9.4%	0.518	-0.0686	0.672	-0.415	2.1%	-4.8%	17.1%
CCOc1ccc(C(=O)Nc2ccccc2OC(F)F)cc1	3.9%	0.3%	0.3%	-7.0%	-5.4%	0.295	-0.314	0.384	0.404	7.1%	0.1%	-12.2%
CN(C)CCCNC(=O)c1ccc(-c2ccccc2)cc1	7.6%	-0.1%	16.6%	4.6%	-19.6%	-0.33	-0.214	-0.0559	0.368	-0.8%	-1.4%	-7.4%
COc1ccc2c(=O)c(N3C(=O)c4ccccc4C3=O)c(C)oc2c1	3.8%	0.3%	8.2%	-0.9%	-4.7%	0.754	0.0216	0.219	0.177	-1.9%	2.3%	-20.2%
CCN(CC)S(=O)(=O)c1cccc(C(=O)NCC(=O)OCC(=O)NCc2ccccc2)c1	15.0%	-0.1%	-2.5%	3.9%	5.0%	-0.742	-0.23	-0.559	0.535	4.5%	3.2%	6.6%
O=C1c2ccccc2C(Nc2ccc3c(c2)OCCO3)N1Cc1ccc2c(c1)OCO2 (stereo not drawn)	4.2%	0.2%	3.3%	-5.4%	22.6%	-0.574	-0.275	-0.265	0.338	-7.4%	-4.7%	-21.2%
Cc1cccc(NC(=O)C2CCN(C(=O)N3CCOc4ccccc43)CC2)c1C	11.2%	0.7%	.	.	19.2%[20 µM]	.	.	.	.	-3.3%	-7.6%	-11.7%
CCc1ccccc1NC(=O)CCN1C(=O)C2CC=CCC2C1=O (stereo not drawn)	-2.7%	-0.1%	.	.	7.1%	.	.	.	.	13.3%	-0.7%	-27.0%
CCN(CC#CCC(O)(c1ccccc1)C1CCCC1)C(C)C (stereo not drawn)	16.6%	0.2%	3.3%	-2.8%	-22.1%	-0.22	-0.221	0.00454	0.617	-9.8%	-2.2%	15.9%
O=C(CN1C(=O)c2ccccc2S1(=O)=O)N1CCc2ccccc21	.	-0.1%	-2.4%	5.1%	-40.5%	0.117	-0.205	0.432	0.423	31.4%	14.6%	.
Cc1nc2ccc3nc(NC(=O)c4ccc5c(c4)OCCO5)sc3c2s1	-24.5%	-0.3%	2.3%	-1.0%	-9.3%	1.63	-0.201	1.16	-1.98	?	7.2%	.
COc1ccc(CNC(=O)CSc2nc3ccc(OC)cc3[nH]2)cc1	11.4%	0.3%	.	.	-3.9%[20 µM]	.	.	.	.	-2.8%	-3.2%	-46.8%
O/N=C1/CCCCC1c1ccccn1 (stereo not drawn)	18.8%	-0.1%	2.3%	-4.7%	-6.1%	0.469	-0.359	0.347	-0.0583	3.8%	-0.8%	11.2%
CC1CCN(C(=O)c2ccccc2NC(=O)c2cccs2)CC1	-2.3%	0.2%	.	.	-20.6%	.	.	.	.	3.7%	1.7%	-69.0%
Cc1cccc(NC(=O)/C(C#N)=C/c2cn(CC(=O)NCc3ccco3)c3ccccc23)c1C	-46.1%	0.2%	4.7%	-5.8%	-5.1%	-0.253	-0.171	-0.364	-0.0265	20.0%	2.6%	-26.4%
CC(=O)c1ccc(N(C(=O)CNC(=O)c2cccs2)C(C(=O)NCC2CCCO2)c2ccccc2)cc1 (stereo not drawn)	-7.7%	0.0%	.	.	-40.2%	.	.	.	.	17.0%	1.3%	14.7%
Cc1ccc2c(c1)C(=O)C(=O)N2CC(=O)Nc1ccc(N2CCOCC2)cc1	-32.4%	-0.1%	5.4%	1.6%	-62.9%[20 µM]	-1.44	-0.187	-0.866	1.24	-10.8%	.	-3.7%
CC(C)c1ccc(S(=O)(=O)N2CCCCC2)cc1	-9.3%	0.1%	-2.2%	2.2%	-18.4%	-0.594	-0.302	-0.26	0.856	-8.0%	2.0%	-4.0%
C/C(CC1CC(C)OC1=O)=N\NC(N)=S (stereo not drawn)	3.9%	0.0%	0.1%	12.2%	11.7%	0.487	-0.256	0.35	0.0439	2.9%	-6.4%	32.7%
Cc1cc(C)c(S(=O)(=O)Nc2ccccc2-c2ccccc2)c(C)c1	6.8%	-0.1%	5.1%	2.4%	30.5%	-0.686	-0.274	-0.559	0.562	2.8%	-0.8%	24.4%
Cn1ncc2c(N3CCC(Cc4ccccc4)CC3)ncnc21	-5.1%	-0.1%	8.0%	6.8%	-59.5%[20 µM]	0.0234	-0.268	0.0627	0.278	5.0%	3.1%	-3.3%

Screening data (PubChem BioAssay)
